# PfG6PD inh = PfG6PD enzyme inhibitors, primary screen, biochemical, fluorescence intensity, uHTS | inhibition, % at 20 µM | actives 0.78% (n = 350,000) | PfGluPho enzyme, NADPH resazurin-diaphorase fluorescence;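 active = inhibition reaching at least a set limit at 20 µM in the primary screen, cut at about 59% in these data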;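 also: 0% = DMSO wells with substrate and 100% = DMSO wells lacking glucose-6-phosphate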
# HKDC1 inhibitor = HKDC1 hexokinase inhibitors, primary screen, biochemical, fluorescence, uHTS; Q2TB90; recombinant HKDC1, G6PDH/diaphorase resazurin coupled fluorescence; inhibition, % at 20 µM; actives 0.16% (n = 340,000);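 active = inhibition above about 35% when tested at 20 µM, limit read from the data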;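 also: plate controls were DMSO wells with enzyme for no effect and DMSO wells lacking enzyme for full effect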
#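 System: Recombinant HKDC1 hexokinase | Amount: HKDC1 at 5 µg/mL | Reagent: Glucose with 1 mM ATP | Doses: Single 20 µM dose | Incubation: Reaction time 90 min, room temperature, protected from light | Signal: Coupled resazurin fluorescence, excitation 525 nm, emission 613 nm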
# hIAP act = human IAP activators, primary screen, biochemical, luminescence, uHTS; Intestinal-type alkaline phosphatase (Homo sapiens), P09923; purified human IAP, CDP-Star luminescence, 30 min; active compounds read high; 1 = vehicle-only enzyme, 0 = enzyme-free background; activation factor at 10 µM; actives 0.16% (n = 330,000); AID 2524, 2010;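 active = activation factor of the enzyme at least 2-fold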; also: the source names both 10 and 20 µM as test concentration; values of inactives mirror those of a sister screen read the other way
# Target sequence (P09923 whole entry, looked up): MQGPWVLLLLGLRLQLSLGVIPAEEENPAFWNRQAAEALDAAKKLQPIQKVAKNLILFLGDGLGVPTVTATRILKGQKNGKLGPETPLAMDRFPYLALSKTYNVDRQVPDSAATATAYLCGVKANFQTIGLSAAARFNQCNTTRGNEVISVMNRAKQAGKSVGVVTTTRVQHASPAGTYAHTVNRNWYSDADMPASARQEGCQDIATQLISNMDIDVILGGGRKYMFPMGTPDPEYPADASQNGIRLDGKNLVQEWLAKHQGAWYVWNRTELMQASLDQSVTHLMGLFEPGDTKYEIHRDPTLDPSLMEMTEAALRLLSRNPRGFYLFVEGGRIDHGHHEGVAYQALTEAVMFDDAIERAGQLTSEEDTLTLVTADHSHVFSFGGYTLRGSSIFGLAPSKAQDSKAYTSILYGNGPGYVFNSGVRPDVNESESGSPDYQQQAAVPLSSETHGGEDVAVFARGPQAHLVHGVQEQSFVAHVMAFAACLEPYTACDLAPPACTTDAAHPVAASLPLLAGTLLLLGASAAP
# mIAP activ = activators of mouse IAP, primary screen, biochemical, luminescence, uHTS; intestinal alkaline phosphatase [Mus musculus]; muIAP, CDP-Star luminescence, 30 min; active compounds read high; 1 = vehicle-only enzyme signal, 0 = enzyme-free wells; activation factor at 10 µM; actives 0.24% (n = 330,000); AID 2805, 2010;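 active = activation factor of at least 2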; also: the source names both 10 and 20 µM as test concentration; values of inactives mirror those of a sister screen read the other way
#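 Assay system: mouse IAP enzyme; Reagent: CDP-Star chemiluminescent phosphatase substrate; Compound: DMSO-dissolved test compounds; Incubation: 30 min, room temperature; Technique: luminescence from enzymatic CDP-Star hydrolysis; Controls: DMSO-only wells and no-enzyme negative control.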
# A3A deaminase = APOBEC3A ssDNA deaminase inhibitors, primary screen, selectivity assay for APOBEC3G inhibitor project, biochemical, FAM/TAMRA oligo cleavage fluorescence. actives 0.41% (n = 330,000). AID 493011, 2011. recombinant A3A, FAM/TAMRA ssDNA deamination fluorescence. DNA dC->dU-editing enzyme APOBEC-3A (Homo sapiens), P31941. inhibition, % at 20 µM;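 active = at least 40% inhibition at 20 µM here, with at most 30% in a related deaminase screen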;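 also: plate controls were A3A with DMSO for no effect and wells lacking A3A enzyme for full effect; some results filed as inactive read as strong as hits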
# hIAP block = human IAP inhibitors, primary screen, biochemical, luminescence, uHTS; Intestinal-type alkaline phosphatase (Homo sapiens), P09923; purified IAP, CDP-Star luminescence, 30 min; inhibition, % at 10 µM; actives 0.12% (n = 330,000); AID 2544, 2010;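 active = inhibition reaching a set limit with compound at 10 µM in the primary screen, cut at about 35% in these data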;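 also: plate controls were DMSO wells with enzyme for no effect and no-enzyme buffer wells for full effect; values of inactives mirror those of a sister screen read the other way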
# ATG4B inh = ATG4B protease inhibitors, primary screen, biochemical, fluorescence, uHTS; Cysteine protease ATG4B (Homo sapiens), Q9Y4P1; ATG4B cleavage of LC3-PLA2, NBD-HPC fluorescence, 1 h; inhibition, % at 8.33 µM; actives 0.51% (n = 340,000); AID 504462, 2011; in the data active = inhibition above about 40%
# Target sequence (Q9Y4P1 whole entry, looked up): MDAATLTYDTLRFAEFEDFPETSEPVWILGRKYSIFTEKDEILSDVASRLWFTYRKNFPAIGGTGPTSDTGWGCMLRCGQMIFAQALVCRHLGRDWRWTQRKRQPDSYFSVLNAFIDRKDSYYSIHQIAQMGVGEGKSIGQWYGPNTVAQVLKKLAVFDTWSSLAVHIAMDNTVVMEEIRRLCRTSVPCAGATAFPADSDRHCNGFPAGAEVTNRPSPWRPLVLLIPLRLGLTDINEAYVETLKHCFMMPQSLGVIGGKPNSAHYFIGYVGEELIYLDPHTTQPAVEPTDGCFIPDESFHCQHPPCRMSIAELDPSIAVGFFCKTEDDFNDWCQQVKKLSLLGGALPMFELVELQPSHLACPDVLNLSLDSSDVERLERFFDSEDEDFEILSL
# mIAP inh = inhibitors of mouse IAP, primary screen, biochemical, luminescence, uHTS; purified mouse IAP, CDP-Star luminescence, 30 min; actives 0.2% (n = 330,000); intestinal alkaline phosphatase [Mus musculus]; inhibition, % at 10 µM; AID 2806, 2010;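 active = inhibition of at least 40% at 10 µM in the primary screen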;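 also: plate controls were DMSO with enzyme for no effect and no enzyme wells for full effect; values of inactives mirror those of a sister screen read the other way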
# * = called active by the depositor; · = not tested or not shown.
PfG6PD inh,HKDC1 inhibitor,hIAP act,mIAP activ,A3A deaminase,hIAP block,ATG4B inh,mIAP inh,smiles
2,3,1.2,0.99,1,-25,0,1,CN(C)C(/C=C/Nc1ccc(C#N)cc1)=C(C#N)C#N
-18,-11,1.3,1,-7,-25,-5,0,CC(=O)C(=Cc1cc(C)n(-c2ccccc2)c1C)C(C)=O
17,-4,0.9,1,2,10,6,-4,O=C(COC(=O)c1ccc(S(=O)(=O)N2CCOCC2)cc1)NC1CCCCCC1
-18,-7,0.97,0.99,5,3,-7,1,COc1ccc(C2CC(=O)Nc3ccccc3S2(=O)=O)cc1OC (stereo not given)
-9,-5,1.2,0.97,-5,-23,1,3,Cc1cccc(N2C(=S)N=C(Nc3c(C)cccc3C)C23CCOC(C)(C)C3)c1 (stereo not given)
0,2,0.88,1,-4,12,8,0,O=C(C(Cc1ccccc1)n1cccc1)N1CCN(c2ccccc2)CC1 (stereo not given)
15,-3,1.1,1,0,-10,-10,-2,Cc1ccc(S(=O)(=O)N2CCOCC2)cc1NC(=O)COC(=O)Cc1ccccc1
14,-2,1,0.96,4,-2,-5,4,CCCC(=O)Nc1ccc2c(c1)nc(CCN1CCCCC1)n2C
-6,4,1.1,0.99,-3,-8,4,0,COc1ccccc1CCNC(=O)c1cc(-c2ccccn2)nc2ccccc12
-16,6,1.4,0.92,-2,-36,18,8,Cc1ccc(C(=O)NNC(=O)c2cccc(C)c2)cc1
-17,7,0.89,0.97,3,11,54*,2,Cc1[nH]nc2c1C(c1ccc(OC(=O)c3ccco3)cc1)C(C#N)=C(N)O2 (stereo not given)
5,-4,1.1,1,-2,-13,-1,0,CCNC(=O)NC(=O)C(C)OC(=O)C(C)(C)Oc1ccc(Cl)cc1 (stereo not given)
41,-1,·,1.1,-2,·,-4,-9,C1=C[C@H]2CC[C@@H]1N(c1ccccc1)O2
6,-3,0.88,0.94,-5,12,-1,6,Cn1ccnc1COc1ccc(C=O)cc1
-25,1,0.95,0.97,-7,5,4,3,On1cnnc1-c1ccccc1
-2,-14,1.1,0.9,-1,-11,-1,10,O=c1ccc2c(o1)/C(=C/C=C(Cl)Cl)CCC2
-6,-35,1.4,0.88,-3,-37,5,12,CC(=O)NC(c1cccc([N+](=O)[O-])c1)c1ccc2cccnc2c1O (stereo not given)
-8,-5,1,0.96,0,0,-2,4,CSCc1ccc(C(=O)Nc2ccc(C(N)=O)cc2)cc1
4,10,1.1,0.97,8,-7,-12,2,COc1cc2c(cc1OC)CN(Cc1nc3ccsc3c(=O)[nH]1)CC2
-4,1,0.71,1.1,4,29,-2,-9,CN1CCN(c2ccccc2NC(=O)c2ccccc2F)CC1
-2,5,0.84,0.95,1,16,-15,4,COc1ccc2cc3cc(C(=O)NC(C)C)oc3nc2c1
-6,2,1.2,1,-1,-24,-12,-2,Cc1onc(-c2ccccc2Cl)c1C(=O)NCc1nc(-c2ccccc2)no1
5,-5,1.2,0.9,2,-20,-2,10,CCOC(=O)N1CCN(Cc2cn[nH]c2-c2cccc3ccccc23)CC1
-7,-4,0.72,1.1,0,28,0,-6,CC1Cc2ccccc2N1C(=O)COC(=O)Cn1cnc2ccccc2c1=O (stereo not given)
24,-10,0.78,0.78,3,22,1,22,CCc1cccc(CC)c1NC(=S)NCCc1ccc(O)c(O)c1

# Fetched by compound from the list above:
PfG6PD inh,HKDC1 inhibitor,hIAP act,mIAP activ,A3A deaminase,hIAP block,ATG4B inh,mIAP inh,smiles
6,-3,0.88,0.94,-5,12,-1,6,Cn1ccnc1COc1ccc(C=O)cc1
5,-5,1.2,0.9,2,-20,-2,10,CCOC(=O)N1CCN(Cc2cn[nH]c2-c2cccc3ccccc23)CC1

# Copied from the list:
# Under mIAP inh, COc1ccc2cc3cc(C(=O)NC(C)C)oc3nc2c1 is entered as 4
# Under mIAP inh, CCc1cccc(CC)c1NC(=S)NCCc1ccc(O)c(O)c1 is entered as 22

# The results go on:
PfG6PD inh,HKDC1 inhibitor,hIAP act,mIAP activ,A3A deaminase,hIAP block,ATG4B inh,mIAP inh,smiles
8,4,1.1,0.99,-5,-9,-11,1,CCCC1S/C(=N/N=C/c2ccc(OC)cc2)N(Cc2ccccc2)C1=O (stereo not given)
-8,-4,0.88,0.98,4,12,0,2,CCC/C=N/NC(=O)c1cc(-c2ccccc2)nc2ccccc12
4,-5,1.1,0.96,-3,-14,-1,4,COc1ccc(N(C(=O)c2ccc3c(c2)OCO3)C2C=CS(=O)(=O)C2)c(OC)c1 (stereo not given)
-7,-3,0.89,0.98,-3,11,-1,2,CN1CCN(Cc2cccc3ncccc23)CC1CCO (stereo not given)
-7,-2,1,0.95,-3,-2,6,5,COc1ccc([C@H]2CC(=O)C=C(c3cccc(CO)c3)C2)cc1
7,-2,0.88,0.92,-2,12,2,8,Cc1cc(C)cc(SCc2noc(C(=O)NCc3ccccc3)c2C(=O)NCc2ccccc2)c1
-11,-6,1.1,0.94,5,-8,-4,6,Cc1ccc(NC(=O)COC(=O)COc2cccc3c2OC(C)(C)C3)c(C)c1
-4,-9,1.2,1,2,-22,-2,-4,CCCCC(=O)OCC(=O)c1[nH]c(C)c(C(=O)OCC)c1C
-9,-4,1.1,1,8,-6,-3,-1,CCOC(=O)N1CCN(C(=O)COc2ccccc2Cl)CC1
-5,-5,1.1,0.97,1,-14,-6,3,CCCCC(=O)Nc1ccc2c(c1)nc(CN1CCN(C(=O)OCC)CC1)n2C
-4,-10,1,0.98,-2,0,-4,2,Cc1ccccc1/C=C\c1nc2ccccc2c(=O)[nH]1
2,-6,0.97,0.93,1,3,-18,7,COc1cc(CCN2C(=O)c3cccc4cccc(c34)C2=O)c(S(=O)(=O)NCCO)cc1OC
9,4,1.1,1,-1,-9,-8,0,COc1cccc(C2CC(c3ccccc3C)n3nc(N)nc3N2)c1 (stereo not given)
-22,-8,1.2,0.89,-1,-19,-1,11,CCOC(=O)c1ccc(NC(=O)CSC2=NC(=O)C(CC)C(=O)N2)cc1 (stereo not given)
12,-3,1.2,0.9,2,-21,-4,10,Cc1ccc(NC(=O)CSCc2cc(=O)n3nc(C4CC4)sc3n2)cc1
-30,1,0.95,1,1,4,9,-1,CCOC(=O)Cc1csc(NS(=O)(=O)c2ccc(C(F)(F)F)cc2)n1
11,-2,1.1,1,-2,-8,-9,-5,COc1ccc(NC(=O)CNC(=O)C23CC4CC(CC(C4)C2)C3)c(OC)c1
-4,0,0.94,0.92,-1,6,0,8,CC(C)(C)C1CCc2c(sc(NC(=O)c3cc(C4CC4)on3)c2C#N)C1 (stereo not given)
12,-7,1,0.89,1,-4,-9,11,COc1ccc(NC(=O)c2oc3ccc(S(=O)(=O)N4CCC5(CC4)OCCO5)cc3c2C)cc1
0,-14,1.3,1.2,-2,-32,-6,-20,Cc1nc2ccccc2n1C1CC(=O)N(N(C)C)C1=O (stereo not given)
5,-6,1,0.95,2,-3,-8,5,CN(Cc1ccco1)C(=O)Cn1c(=O)oc2cc(S(=O)(=O)NCc3ccccc3)ccc21
6,1,1,0.91,0,-2,-7,9,COc1cc2c(-c3cc(F)cc(F)c3)c(-c3ccsc3)oc(=O)c2cc1OC
-2,-1,1.1,1.1,-2,-6,-2,-6,O=C(CN1CCN(c2ccccn2)CC1)Nc1ccccc1C(=O)Nc1ccccc1
-3,9,1,0.96,0,-2,-5,4,O=C(CCn1nnc2ccccc21)NNC(=O)C1CCCCC1
-7,-1,1,0.94,1,-5,-9,6,COC(=O)c1ccc(S(=O)(=O)N2CCCCCC2)cc1
5,4,1.1,1.1,2,-10,-1,-8,CC(C)c1ccc(NC(=O)CSc2nc(=O)n(CCCN3CCOCC3)c3c2CCCC3)cc1
4,-5,1,1.1,-4,-3,-1,-8,CC1=Nn2c(nnc2-c2ccccc2)SC1
7,2,1.1,0.93,0,-6,-13,7,O=C(NC1CC1)C1=C[C@H](c2c[nH]c3ccccc23)C[C@H](OCc2ccc(CO)cc2)O1
2,-3,1.1,0.96,2,-5,-2,4,Cc1ccc(C(=O)NCCCc2ccccc2)c(Cl)c1
-10,-4,1.1,1,1,-12,-7,-1,CCn1cc(C(=O)N[C@H](C(=O)NCCCO)C(C)C)c(=O)c2cc3c(cc21)OCO3
-6,1,0.92,0.98,-2,8,-2,2,O=C(CSCc1ccc(Cl)cc1)Nc1ccc2c(c1)OCCO2
30,-5,1,0.93,-4,-4,3,7,CCCn1c(C(C)NS(=O)(=O)c2ccccc2)n[nH]c1=S (stereo not given)
-9,-1,0.95,0.95,5,5,7,5,O=C1CCC(=O)N1OCCOc1ccccc1
-11,1,0.97,1,-2,3,-2,0,CCCCC(CCC(=O)Nc1ccc(C(=O)OC)cc1)C(=O)O (stereo not given)
-18,-7,1.2,0.97,-14,-15,-8,2,OCc1cn(-c2ccccc2)nc1-c1cccnc1
-14,-4,1,0.98,0,0,-6,2,O=C(c1ccc2c(=O)n(C3CCCC3)c(=S)[nH]c2c1)N1CCN(C2CCCCC2)CC1
-4,2,1.2,1,2,-18,-2,-2,COc1cccc(OC)c1OCCOc1ccccc1OC(C)C
50,-3,1.1,1.1,-4,-6,5,-10,CCOC(=O)C1(Cc2cccc(OC)c2)CCN(Cc2ccc3c(c2)OCCO3)CC1
7,-8,0.92,1.1,-3,8,-5,-7,CN(c1ccccc1)S(=O)(=O)c1cccc(NC(=O)Nc2ccc(Cl)cc2C#N)c1
-15,-3,1.2,1,1,-18,1,0,CCOC(=O)CC(=O)Nc1ccsc1C(N)=O
-6,-5,1.1,0.96,1,-15,-11,4,O=C(c1ccc2c(=O)n(CC3CCCO3)c(=S)[nH]c2c1)N1CCN(c2ccccc2)CC1 (stereo not given)
-1,-13,0.91,0.96,0,9,-3,4,COc1ccc(-c2c[n+]3c(n2-c2ccccc2)CCCCC3)cc1
-6,-8,0.68,0.73,5,32,1,27,O=C(O)/C=C\C(=O)NNC(=O)c1cc(-c2ccccc2)n[nH]1
·,·,1.1,0.82,0,-7,·,18,Cc1ccc(NC(=O)c2cc3c(=O)oc4ccc(C)cc4c3s2)nc1
-14,0,0.96,0.91,-5,4,3,9,O=C1NNC(c2ccccc2)=N/C1=C\c1ccccc1
6,-1,0.94,0.97,2,6,-5,3,Cc1ccc(C)c(S(=O)(=O)N2CCN(C(=O)c3cc(-c4cccs4)nn3-c3ccccc3)CC2)c1
-10,13,0.8,0.91,0,20,1,9,Cc1ccc(NC(=O)/C=C/c2ccc(Cl)cc2)nc1
3,-2,1.1,1.1,-7,-13,-4,-7,CC(=O)N1CCc2cc(S(=O)(=O)NCCCN3CCC(C)CC3)ccc21

# Results in hIAP block, for 3 of the compounds above:
canonical_smiles | hIAP block
CCn1cc(C(=O)N[C@H](C(=O)NCCCO)C(C)C)c(=O)c2cc3c(cc21)OCO3 | -12
Cc1ccc(C(=O)NCCCc2ccccc2)c(Cl)c1 | -5
CC1=Nn2c(nnc2-c2ccccc2)SC1 | -3

# Screening data deposited in PubChem BioAssay by Sanford-Burnham Center for Chemical Genomics.

# Hits appear at their usual frequency, and some 2.4% of all compounds hit somewhere here.
